# Screens: PubChem, several laboratories
# rCAG RNA binder – binders of r(CAG) RNA repeats, primary screen, biochemical, fluorescence | r(CAG) RNA repeat, TO-PRO-1 dye displacement fluorescence | inhibition, % at 3 µM | hit rate 1.3% among 370,000;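 active means inhibition above the plate cutoff, the mean of all test compounds on that plate plus 3 SD, cut at about 35% in these data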;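 further: 0% = DMSO alone and 100% = 100 µM mitoxantrone as full dye displacement; higher means more dye released from RNA so lower well fluorescence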
# SMARCA2 act – SMARCA2 (BRM) function activators, primary screen, cell-based, luminescence, high throughput. MG213 cells, MMTV-luciferase reporter, dexamethasone, overnight. activation, % at 9.1 µM. hit rate 1% among 370,000. AID 652017, 2013; in the data active means activation above about 7.8%;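 further: 0% = vehicle wells and 100% = reference activator wells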
# ARFGAP1 inh – inhibitors of rat ARFGAP1 GAP activity, primary screen, biochemical, fluorescence polarization, GDP tracer; ADP-ribosylation factor GTPase-activating protein 1 (Rattus norvegicus), Q62848; Arfgap1-stimulated ARF1 GTP hydrolysis, GDP FP detection; inhibition, % at 16.5 µM; hit rate 0.26% among 360,000;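 active means inhibition above a per-plate limit, mean inhibition of low control wells plus 3 SD, cut at about 25% in these data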;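 further: 0% = DMSO wells with enzyme and 100% = wells lacking Arfgap1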
#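 Material: truncated rat Arfgap1 GAP domain; Incubation: compound-enzyme preincubation 20 min, reaction 120 min, detection 60 min, 25 °C; Read-out: percent inhibition of Arfgap1-stimulated GTP hydrolysis; Technique: FP, GDP Alexa 633 tracer displaced from anti-GDP antibody, 620/688 nm; Controls: No-Arfgap1 wells (100%) versus DMSO full-reaction wells (0%); Replication: single well per compound.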
# mABHD4 FP – ABHD4 inhibitors, primary screen, biochemical, fluorescence polarization, mouse; inhibition, % at 8.92 µM; hit rate 0.54% among 370,000; (Lyso)-N-acylphosphatidylethanolamine lipase (Mus musculus), Q8VD66; purified mABHD4, FP-Rh probe fluorescence polarization;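 active means inhibition exceeding the mean over every tested compound plus 3 SD, cut at about 30% in these data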;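 further: 0% = plate median of compound wells and 100% = S159A mutant with DMSO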
#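 System: mouse ABHD4 enzyme, wild type / Medium: HEPES pH 7.0, NaCl, Pluronic buffer / Reagent: FP-Rh activity-based fluorescent probe / Control set: S159A mutant high control, sample median low control / Detection: fluorescence polarization with parallel and perpendicular emission, 525/598 nm / Schedule: 45 min + 60 min at 25 °C / Compound dosing: 8.92 µM, single dose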
# GC-B act – human GC-B receptor activators, primary screen, HEK293 GC-B cells, cGMP TR-FRET, EC30 CNP | AID 1920062, 2024 | 0% at EC30 CNP, 100% saturating CNP | hit rate 0.11% among 370,000 | Atrial natriuretic peptide receptor 2 (Homo sapiens), P20594 | activation, % at 10 µM;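 active means activation at 10 µM reaching about 35% in either raw or pattern-adjusted values, limit read from the data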
# Rev-erbA mod – modulators of Rev-erb alpha DNA binding, primary screen, biochemical, FITC-DNA, fluorescence polarization, uHTS | hit rate 0.79% among 370,000 | AID 1259318, 2017 | Nuclear receptor subfamily 1 group D member 1 (Homo sapiens), P20393 | Rev-erbα–FITC-DNA binding, 90 min | activity, % at 10 µM;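 active means activity above about 14%, limit read from the data; passing the limit was not always enough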;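 further: 0% = DMSO wells with 35 nM protein and 100% = DMSO wells with 750 nM protein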
# Target sequence (P20393 whole entry, looked up): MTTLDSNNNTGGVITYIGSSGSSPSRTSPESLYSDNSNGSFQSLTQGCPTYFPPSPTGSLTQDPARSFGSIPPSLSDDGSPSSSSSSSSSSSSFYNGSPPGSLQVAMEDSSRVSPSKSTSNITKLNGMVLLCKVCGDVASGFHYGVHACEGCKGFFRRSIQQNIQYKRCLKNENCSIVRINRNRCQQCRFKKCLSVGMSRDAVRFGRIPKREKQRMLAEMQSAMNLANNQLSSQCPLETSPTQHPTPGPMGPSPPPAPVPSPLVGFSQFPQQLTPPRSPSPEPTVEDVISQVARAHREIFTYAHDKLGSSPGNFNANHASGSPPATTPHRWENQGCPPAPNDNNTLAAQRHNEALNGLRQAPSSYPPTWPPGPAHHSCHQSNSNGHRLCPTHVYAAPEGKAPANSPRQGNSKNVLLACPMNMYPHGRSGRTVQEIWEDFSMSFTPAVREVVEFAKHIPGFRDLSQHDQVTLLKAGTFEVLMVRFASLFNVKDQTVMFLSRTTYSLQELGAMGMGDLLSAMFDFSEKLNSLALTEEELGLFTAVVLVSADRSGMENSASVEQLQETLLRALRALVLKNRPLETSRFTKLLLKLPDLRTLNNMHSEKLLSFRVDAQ
# HTRA1 inh – HTRA1 serine protease inhibitors, primary screen, biochemical, fluorescence polarization, HTS; recombinant HTRA1, FP-rhodamine activity-based probe; Q92743; inhibition, % at 5.96 µM; hit rate 0.5% among 340,000; AID 504803, 2011; in the data active means inhibition above about 36%;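 further: 0% = enzyme with DMSO and 100% = wells lacking enzyme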
# ASAP1 GAP inh – inhibitors of human ASAP1 ArfGAP activity, primary screen, biochemical, fluorescence polarization; Arf-GAP with SH3 domain, ANK repeat and PH domain-containing protein 1 (Homo sapiens), …; ASAP1-stimulated ARF1 GTP hydrolysis, GDP FP detection; inhibition, % at 16.5 µM; hit rate 0.19% among 360,000; AID 624377, 2012; in the data active means inhibition above about 25%;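 further: 0% = vehicle with enzyme and substrate and 100% = no enzyme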
# Target sequence (Q9ULH1 325-724 limits assumed): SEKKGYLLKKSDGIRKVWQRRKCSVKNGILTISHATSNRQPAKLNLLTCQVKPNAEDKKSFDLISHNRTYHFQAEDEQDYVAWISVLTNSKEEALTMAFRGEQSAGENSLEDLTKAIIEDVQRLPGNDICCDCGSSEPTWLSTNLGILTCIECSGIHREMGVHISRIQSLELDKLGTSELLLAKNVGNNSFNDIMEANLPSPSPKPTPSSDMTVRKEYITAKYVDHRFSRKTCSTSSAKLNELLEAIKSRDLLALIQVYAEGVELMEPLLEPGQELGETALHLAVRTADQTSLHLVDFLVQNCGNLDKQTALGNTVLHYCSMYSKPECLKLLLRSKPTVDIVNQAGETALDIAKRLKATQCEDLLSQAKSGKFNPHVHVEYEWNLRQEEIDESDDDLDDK
# NPR1 activator – GC-A stimulated cGMP production enhancers – HEK293 GC-A cells, cGMP TR-FRET, EC30 ANP, primary screen. Atrial natriuretic peptide receptor 1 (Homo sapiens), P16066. 0% at EC30 ANP, 100% saturating ANP. activation, % at 10 µM. hit rate 0.14% among 370,000. AID 1671463, 2021; in the data active means activation above about 40%
# PG9 binder – binders of HIV-1 gp120 antibody PG9, primary screen, biochemical, TR-FRET. TR-FRET gp120-PG9 antibody binding. HIV-1 gp120 / PG9 antibody interaction. inhibition, % at 6.7 µM. hit rate 0.43% among 360,000. AID 624416, 2012; in the data active means inhibition above about 8.5%
# Numbers without * were called inactive; . = no result given; & = joins results of further samples. Hits appear at their usual frequency. Share with any hit: about 4.4%.
# Sequence of screens – rCAG RNA binder	SMARCA2 act	ARFGAP1 inh	mABHD4 FP	GC-B act	Rev-erbA mod	HTRA1 inh	ASAP1 GAP inh	NPR1 activator	PG9 binder
> O=C(CNC(=O)c1ccco1)OCC(=O)c1ccc(Br)cc1
 : 1	-2	2	3	-3	0	-6	10	5	-1.0
> CCOc1ccc2nc(N3CCCC(C(=O)NCCCN4CCCCC4)C3)sc2c1 (stereo unspecified)
 : -2	1	-3	1	-1	4	0	-2	-4	-1.5
> COc1ccc(/C=N/NC(=O)CCN2CCCCC2c2cccnc2)cc1Cn1cc([N+](=O)[O-])cn1 (stereo unspecified)
 : 1	-2	-1	0	1	-5	-7	-9	0	-2.1
> CCOC(=O)CN(C(=O)c1snc(C(N)=O)c1N)C(C(=O)NC1CCCCC1)c1ccc(F)cc1 (stereo unspecified)
 : 4	-3	8	7	-3	-2	-5	-2	-18	0.0
> COCCN(C(=O)CSc1nnc(-c2ccccc2C)n1C)c1c(N)n(Cc2ccccc2)c(=O)[nH]c1=O
 : -3	-1	1	-1	3	2	-1	7	1	-0.6
> Fc1ccc(-n2c(Cc3ccccc3)nnc2SCc2nc(-c3cccs3)no2)cc1
 : -7	-3	4	-4	-4	-3	-10	7	-11	0.7
> Cc1ncc(CSCC(=O)Nc2cc(C(F)(F)F)ccc2Cl)c(CO)c1O
 : -3	-1	7	-3	0	2	-4	-6	-2	0.1
> O=C(c1ccco1)N1CCC(c2nc(-c3ccc(F)cc3)no2)CC1
 : -8	-2	13	2	2	5	1	1	5	0.9
> C#CCOc1ccc(/C=C2/C(=O)ON=C2C)cc1Br
 : 4	2	-1	8	6	4	-5	-21	34	-4.2
> Cc1ccc(SCCC(=O)Nc2ccccc2C(=O)NC(C)C)cc1
 : -5	-3	5	-1	-1	4	-8	0	-1	-0.2
> COc1cc(C(=O)Nc2sc3c(c2C(=O)O)CCC3)cc(OC)c1OC
 : 7	-2	7	4	1	-3	2	-8	-1	1.3
> Cc1cccc(CN2[C@@H](C)[C@H](c3ccccc3)Oc3cc(Br)ccc3S2(=O)=O)c1
 : 5	2	15	2	4	10	.	0	-3	0.5
> Cc1cc(N2C(=O)CCC2=O)ccc1NC(=O)c1cccs1
 : 6	4	5	1	2	-3	0	-1	-3	-2.0
> O=C1Nc2ccccc2C(=O)N(Cc2ccccc2)C1C(=O)NC1CC1 (stereo unspecified)
 : 0	-2	0	-8	-9	-3	.	-10	0	-1.3
> C[C@@H]1CN([C@@H](C)CO)C(=O)CCCn2nncc2CO[C@H]1CN(C)C(=O)Nc1ccccc1C(F)(F)F
 : 1	3	10	-2	0	-6	3	3	2	0.5
> N#Cc1ccc(C(=O)NC23CC4CC(CC(C4)C2)C3)cc1
 : -2	-1	-3	1	5	-3	-4	-7	8	-0.1
> COc1ccc(C(C(=O)NC2CCCC2)N(C(=O)c2snc(C(N)=O)c2N)C2CCCC2)cc1OC (stereo unspecified)
 : -2	-3	0	-2	-13	-5	-4	-15	-13	-0.7
> CC(=O)N/C(=C\c1ccccc1)C(=O)OCC(=O)NC1CCCC1
 : 1	-1	2	1	-2	-5	0	13	-1	1.1
> O=C(Cn1cc([N+](=O)[O-])ccc1=O)NC1CCCCC1
 : 3	-2	0	5	0	0	7	8	3	-0.8
> CN(C)/C=N/c1ncnc2c1cnn2-c1ccc(C(F)(F)F)cn1
 : 4	2	-8	1	-1	0	0	9	1	-0.1
> O=C(NC(Cc1ccccc1)C(=O)N1CCN(S(=O)(=O)c2ccccc2)CC1)c1ccccc1 (stereo unspecified)
 : -7	-5	3	-1	2	-7	-14	-2	1	-0.1
> CCN(CC)C(=O)CSc1ncnc2c(-c3cccs3)nsc12
 : 34	4	7	5	0	-26	-32	9	-16	-1.0
> O=C(NC1CCSC1=O)c1ccc(Oc2ccc(F)cc2)nc1 (stereo unspecified)
 : -2	1	-13	3	0	0	0	-12	2	-1.0
> CCOC(=O)c1cc(-c2ccc(N3CCOCC3)cc2)nn1-c1ccccc1
 : -1	-1	-4	-6	6	-6	-8	5	1	0.0
> C/C(Cc1ccccc1)=N\NC(=O)c1ccc(F)cc1
 : -1	1	-5	2	-5	1	1	-7	1	-2.1
> O=C(Nc1ccc(Cl)cc1)c1csc([C@H]2C[C@H](O)[C@@H](CO)O2)n1
 : 0	0	0	-2	-3	-1	.	3	19	-1.2
> CCOC(=O)N1CCN(CC(O)c2ccccc2)CC1 (stereo unspecified)
 : -4	-3	2	-1	5	-3	6	-3	2	3.2
> CCOC(=O)C1=C(COC(=O)c2ccccc2[N+](=O)[O-])NC(=O)NC1C (stereo unspecified)
 : -2	-1	-11	-4	-1	-5	-1	0	2	-0.6
> Cc1c(C(=O)Nc2nccs2)oc2ccc(F)cc12
 : 0	1	-10	6	-3	0	0	-11	0	1.2
> O=[N+]([O-])c1ccc(N2CCN(S(=O)(=O)c3ccc(Cl)cc3)CC2)cc1NCC1CCCO1 (stereo unspecified)
 : 3	-2	-9	1	-15	4	0	9	-13	0.6
> Cc1ccc(S(=O)(=O)N2CCN(Cc3ccco3)CC2)c(C)c1
 : -5	-1	3	-11	-9	-1	1	-8	-3	-0.3
> COc1ccc(-c2cc(-c3ccc(O)cc3)nc(N)c2C#N)cc1OC
 : 4	-2	10	-15	13	-2	-31	4	5	0.5
> COc1ccc(NC(=O)CCNS(=O)(=O)c2cccc3nsnc23)c(OC)c1
 : -2	0	4	1	2	1	-1	-5	0	-0.7
> O=C(NCCCO)/C(=C\c1ccco1)NC(=O)c1ccc(Br)o1
 : 4	-1	-5	2	1	-1	0	-18	-1	-2.0
> Cc1ccccc1Cn1c(C)nc2ccc([N+](=O)[O-])cc2c1=O
 : -3	-1	14	-2	-3	-1	-4	2	0	-1.1
> CCN(CC(=O)NC1CCS(=O)(=O)C1)S(=O)(=O)c1ccc(Br)cc1 (stereo unspecified)
 : 0	-2	7	-2	2	4	2	0	-1	-2.2
> CC(C(=O)O)c1ccc2c(c1)[nH]c1ccc(Cl)cc12 (stereo unspecified)
 : 11	0	-7	-7	-8	13&-1	-3	10	-1	1.1
> COc1ccc(C(=O)N2CCCC(C(=O)c3ccccc3OC)C2)cc1OC (stereo unspecified)
 : -5	-2	-4	0	5	-4	0	-26	5	-0.5
> Cc1cc(C(=O)N/N=C/c2cccnc2)n[nH]1
 : 3	-6	6	-1	4	6	4	5	-3	-2.0
> Cc1occc1C(=O)NC1CCCCCC1
 : -2	-2	13	4	0	-6	-5	-11	-1	1.0
> Cc1ccc(S(=O)(=O)N2CCCC2)cc1C(=O)NCCN1CCOCC1
 : -2	-2	-8	2	0	1	3	5	4	-1.4
> CCNC(=O)C1(C)CCCN(CC(=O)c2ccccc2OC)C1 (stereo unspecified)
 : 2	5	-13	1	6	-5	.	5	1	-1.6
> COc1cccc(CN2C(=O)NC3(CCCCCC3)C2=O)c1
 : 4	-3	-6	-4	2	1	-1	8	1	0.1
> O=C(CNC(=O)c1cccs1)Nc1ccncc1
 : -5	-2	12	-6	5	-1	2	4	-1	2.4
> Clc1ccccc1OCCN1CCCCC1
 : -2	-1	13	6	-1	-3	-3	2	-8	0.0
> CC(=O)c1ccc(OCC(=O)OCC(=O)c2ccc(S(=O)(=O)N3CCCCC3)cc2)cc1
 : 15	-3	-8	1	-3	-3	-3	-10	-2	0.3
> O=C(NC(=S)Nc1ccc(N2CCOCC2)cc1)c1cccc([N+](=O)[O-])c1
 : 2	-2	-2	-2	0	-6	0	-2	7	-3.5
> O=C(CNC(=O)c1ccc(Br)cc1)Nc1ccc2c(c1)CCC2
 : 2	-4	0	-8	-1	0	4	-2	4	-1.0
> Cn1cccc1Cc1nnc(SCC(=O)N2CCCCCC2)n1-c1ccc(F)cc1
 : 10	0	-8	-6	0	12	3	8	-1	-0.1
> O=C1c2ccccc2C(=O)N1CN(C(=O)COc1ccccc1)c1ccccc1
 : -7	-3	3	-2	-4	-1	4	13	-2	-0.2
> C[C@@H]1CN([C@H](C)CO)C(=O)c2c(c3ccccc3n2C)-c2ccccc2CO[C@H]1CN(C)Cc1cccc(C(=O)O)c1
 : 25	-1	-14	1	-4	2	2	-13	1	-0.1
> Cc1ccc(S(=O)(=O)N(C)CC(=O)N(CC(C)C)C2CCS(=O)(=O)C2)cc1 (stereo unspecified)
 : 2	-2	3	-5	0	-5	0	-10	1	0.7
> CCN=C1SC(CC(=O)NCC)C(=O)N1CC (stereo unspecified)
 : -1	-3	-11	-2	5	-1	-3	-3	7	0.7
> CCCN(CC(=O)Nc1ccccc1C)C(=O)c1ccc2c(c1)OCO2
 : 0	-4	-14	0	1	-6	2	-4	-1	-1.1
> CCC(=O)c1cc(F)c(N2CCN(C(=O)c3ccco3)CC2)cc1C
 : 0	-1	3	-3	-6	0	0	8	-1	-1.9
> C[n+]1cccc(C(=O)NNC(=O)C23CC4CC(CC(C4)C2)C3)c1
 : -1	0	8	2	0	-2	6	-6	1	-0.9
> O=C(Oc1ccc(Cl)cc1N1C(=O)CCC1=O)c1ccco1
 : -3	2	-14	2	5	0	-2	-11	2	-0.3
> CCCNC(=O)C1(C)CCCN(C(=O)Cc2ccc(OC)cc2)C1 (stereo unspecified)
 : 1	-1	-1	-1	-6	2	.	-12	0	0.0
> O=C(COc1ccccc1)NNC(=O)c1cc2ccccc2o1
 : 2	9.6*	6	4	1	3	10	-2	-2	-1.6
> O=C(Nc1cccc(S(=O)(=O)C(F)F)c1)c1ccc(Cl)c(S(=O)(=O)N2CCOCC2)c1
 : 3	-3	10	-16	-3	3	-20	-7	6	-0.5
> Fc1ccccc1CNc1ccc(Cl)cc1
 : -1	0	-14	1	1	2	-1	3	7	0.5
> CN1CCC(=NNC(=O)CN(c2ccc([N+](=O)[O-])cc2)S(=O)(=O)c2ccccc2)CC1
 : 9	-1	-3	-16	6	-7	-9	-2	0	0.2
> Cc1cc(C)c2nc(C(F)(F)F)nc(N3CC(C)OC(C)C3)c2c1 (stereo unspecified)
 : -5	-4	3	-1	-8	8	-4	-5	-8	-0.2
